HTR2A ag – mouse Htr2a agonists via beta-arrestin recruitment, primary screen, cell-based, luminescence; 5-hydroxytryptamine receptor 2A (Mus musculus), P35363; CHO-K1 mHTR2A beta-arrestin complementation; percent of 30 µM serotonin response; activation, % at 7.6 µM; actives 0.66% (n = 360,000); AID 624169, 2012;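 active = activation above a run cutoff, the mean activation of all tested compounds plus 3 SD, cut at about 14% in these data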;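 note: 0% = plate median of compound wells and 100% = 30 µM serotonin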
Target sequence (P35363 whole entry, looked up): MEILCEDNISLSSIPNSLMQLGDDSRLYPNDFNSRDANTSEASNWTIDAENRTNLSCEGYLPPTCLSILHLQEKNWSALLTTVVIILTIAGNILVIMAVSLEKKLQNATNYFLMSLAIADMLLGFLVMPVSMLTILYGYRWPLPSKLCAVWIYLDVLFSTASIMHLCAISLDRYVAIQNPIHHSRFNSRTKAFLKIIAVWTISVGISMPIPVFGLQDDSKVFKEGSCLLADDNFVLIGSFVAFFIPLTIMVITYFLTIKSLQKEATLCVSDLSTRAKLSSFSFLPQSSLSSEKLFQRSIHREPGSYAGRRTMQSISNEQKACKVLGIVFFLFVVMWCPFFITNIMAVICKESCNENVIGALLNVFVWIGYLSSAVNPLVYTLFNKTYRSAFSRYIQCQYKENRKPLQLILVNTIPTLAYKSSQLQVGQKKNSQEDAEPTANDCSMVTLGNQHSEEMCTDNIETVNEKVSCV
NR2E3 ag-1 – NR2E3 agonists in two-hybrid cells, primary screen, cell-based, luminescence, CHO-S, Gal4-NCOR/VP16-NR2E3; Photoreceptor-specific nuclear receptor (Homo sapiens), Q9Y5X4; luciferase; inhibition of corepressor binding, % at 3.98 µM; actives 0.35% (n = 360,000); AID 602229, 2012;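 active = inhibition above the mean of all tested compounds plus 3 SD, cut at about 70% in these data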;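 note: 0% = DMSO with NR2E3 transfected cells and 100% = cells lacking NR2E3 construct; higher means lower luciferase signal from less NR2E3 corepressor binding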
Peg3 prom inh – Peg3 promoter-driven luciferase inhibitors, primary screen, cell-based, HeLa, luciferase luminescence; HeLa PEG-Prom luciferase reporter, overnight; inhibition, % at 20 µM; actives 1.7% (n = 360,000); AID 588405, 2011;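 active = inhibition of at least 50% at 20 µM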
PDI inh – inhibitors of human PDI, primary screen, biochemical, turbidity, single point, plate reader | PDI insulin aggregation turbidity, A650, 90 min | inhibition, % at 10 µM | actives 0.052% (n = 350,000);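 active = mean inhibition across replicates of 30% or more, whatever share of single replicates reach that level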;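 note: absorbance from insulin aggregation driven by PDI reduction with DTT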
Target sequence (P07237 whole entry, looked up): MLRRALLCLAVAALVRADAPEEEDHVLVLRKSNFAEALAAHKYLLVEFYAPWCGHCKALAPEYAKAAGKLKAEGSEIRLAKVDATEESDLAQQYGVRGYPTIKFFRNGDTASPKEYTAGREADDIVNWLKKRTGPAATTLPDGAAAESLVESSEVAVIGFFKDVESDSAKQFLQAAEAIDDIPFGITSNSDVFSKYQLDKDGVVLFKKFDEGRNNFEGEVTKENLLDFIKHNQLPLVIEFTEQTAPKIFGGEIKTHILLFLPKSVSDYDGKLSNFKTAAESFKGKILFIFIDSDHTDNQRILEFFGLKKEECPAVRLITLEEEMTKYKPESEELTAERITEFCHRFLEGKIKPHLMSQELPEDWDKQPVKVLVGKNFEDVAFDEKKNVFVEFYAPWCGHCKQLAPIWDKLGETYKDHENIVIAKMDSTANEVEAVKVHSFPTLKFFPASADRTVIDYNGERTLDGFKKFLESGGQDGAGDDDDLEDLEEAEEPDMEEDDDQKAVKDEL
Shn3 inh set2 – reduction of Shn3 3'UTR firefly luciferase signal, primary screen, Schnurri-3 inhibitor project, cell-based, Clone20 osteoblasts, set 2. Clone20 osteoblast Shn3 3'UTR firefly luciferase, 24 h. inhibition, % at 12.5 µM. actives 0.52% (n = 360,000);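 active = mean inhibition of at least 75% with every replicate also reaching 75%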;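 note: 0% = median of neutral control wells and 100% = pilot-screen positive control compound; some compounds past the cut are filed as inactive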
H9c2 protect – cardioprotection against H2O2-induced cell death, primary screen, uHTS, H9c2 cells, ATPLite luminescence; H9c2 cardiomyocytes, H2O2 injury protection, 2 h; actives 0.63% (n = 360,000); protection from H2O2 cell death, % at 20 µM;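 active = compounds giving at least 50% protection of heart cells from peroxide-induced death in the single-dose screen, raw or plate-pattern-corrected value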;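 note: 0% = DMSO wells with peroxide and 100% = DMSO wells without peroxide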
hiPSC survival – enhancers of single-cell hiPSC survival, primary screen, ATPlite luminescence; survival enhancement, % at 20 µM; 100% = ROCK inhibitor wells, 0% = DMSO; AID 602274, 2012; actives 0.044% (n = 360,000); in the data active = survival enhancement above about 18%;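 note: cells exposed to compounds for 16 hours before the ATP read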
NR2E3 ag-2 – inhibitors of NR2E3-RetCOR corepressor binding, primary screen, NR2E3 agonist project, biochemical, TR-FRET, GST-NR2E3, biotin-RetCOR; Photoreceptor-specific nuclear receptor (Homo sapiens), Q9Y5X4; 1536-well; inhibition of corepressor binding, % at 4.78 µM; actives 0.12% (n = 320,000); AID 2300, 2010;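 active = percent inhibition above the cutoff of mean plus 3 SD of all tested compounds, set per screening campaign, cut at about 20% in these data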;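 note: 0% = DMSO wells and 100% = biotin wells as full block of FRET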
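Material: NR2E3–RetCOR corepressor complex / Incubation: Compound–protein incubation for 5 h at 4 °C / Dosing: compound at 4.8 µM, single dose / Detection: time-resolved FRET / Benchmarks: high control biotin, low control 0.6% DMSO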
HIF-2a inh – HIF-2a reporter inhibitors, primary screen, luminescence, 786-0 RCC cells. 786-0 RCC cells HIF-2a reporter, luciferase luminescence, overnight. actives 0.72% (n = 360,000). inhibition, % at 18.8 µM;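 active = inhibition of the luminescence signal of 40% or more relative to plate controls, in a single-dose primary screen at 18.75 µM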
CaV13 FRET inh – Disruptors of the CACNA1D IQ motif to Ca2+-dependent inactivation inhibitor domain association, primary screening, Förster resonance energy transfer in intact living … | AID 743397 | HEK cells, CFP/YFP FRET ICDI-IQ, plate reader, 10 min; percent FRET-ratio fall versus neutral wells | actives 0.098% (n = 340,000) | inhibition, % at 12.3 µM;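 active = mean replicate inhibition of at least 30% and at least 1% of replicates passing that level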;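 note: 0% = median of the neutral control wells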
TRPM1 prom inh – inhibitors of MITF-dependent TRPM1 promoter reporter, primary screen, cell-based, SK-MEL-5, single point, luciferase; actives 0.83% (n = 330,000); SK-MEL-5 TRPM1 promoter luciferase, 24 h; AID 488899, 2010; inhibition, % at 12.5 µM;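 active = mean inhibition across replicates of 60% or more, whatever share of single replicates reaches that level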; note: values of inactives mirror those of a sister screen read the other way
* = called active by the depositor; . = no result given.

mol,HTR2A ag,NR2E3 ag-1,Peg3 prom inh,PDI inh,Shn3 inh set2,H9c2 protect,hiPSC survival,NR2E3 ag-2,HIF-2a inh,CaV13 FRET inh,TRPM1 prom inh
CCOC(=O)C1C2C=CC3(CN(CCc4ccccc4)C(=O)C13)O2 (stereo unspecified),-2.0,-16.2,8.8,9.9,-9.9,-7.4,-2.8,3.3,19.6,-5.3,5.2
Cc1ccc2nc(-c3cccc(NC(=O)c4ccco4)c3)[nH]c2c1,-1.2,-73.6,-142.1,4.2,-9.6,-5.1,-3.2,1.1,-141.2,.,-27.9
COc1cc(C(=O)NCC(=O)N/N=C/c2ccc(OC(=O)c3ccco3)cc2)cc(OC)c1OC,-1.2,-12.4,8.0,-1.5,5.4,48.3,-1.5,-0.6,16.2,-1.7,-0.7
CC(C)(C)c1csc(NC(=O)c2c(F)c(F)c(F)c(F)c2F)n1,17.5*,14.3,0.2,6.9,10.5,0.2,-0.6,-0.7,19.9,-19.4,-8.9
O=C1c2ccccc2C(=O)N1CCCSc1nc2ccccc2o1,-3.6,-26.6,-27.9,6.9,-2.0,11.1,-0.7,1.5,-42.4,-4.9,-2.7
CN(Cc1ccc(C(F)(F)F)cc1)C(=O)C1CC(=O)N(Cc2ccco2)C1 (stereo unspecified),6.3,15.1,-3.9,1.7,-17.3,-11.8,-0.2,.,1.9,-5.5,3.2
COc1cc2[nH]c(C(=O)N3CCc4ccccc4C3)cc2c(OC)c1OC,-6.8,0.6,-11.2,-2.3,16.0,-1.1,-0.5,0.6,-40.0,-4.7,4.2
N=c1n(CCN2CCOCC2)c2ccccc2n1Cc1ccccc1Br,-8.5,-8.0,20.2,-1.7,-4.9,0.0,-3.6,3.0,19.6,-6.1,-0.7
Cc1nc(Nc2nc(CSc3ccc(Cl)cc3)cc(=O)[nH]2)nc2ccccc12,-4.2,-12.2,12.6,-0.9,-13.1,0.0,-0.6,-2.7,5.9,-4.3,7.4
O=C(Nc1ncc([N+](=O)[O-])s1)c1cccc([N+](=O)[O-])c1,-1.2,-174.8,-41.5,1.5,-61.7,-19.6,-0.3,1.7,-40.0,-20.5,4.2
CC1Cc2ccccc2N1S(=O)(=O)c1ccc(Cl)nc1 (stereo unspecified),1.9,7.1,-5.6,0.9,27.3,19.0,1.4,-1.4,-2.1,-5.2,8.9
COc1cccc(C2C3=C(N=c4s/c(=C\c5cccc(O)c5)c(=O)n42)c2ccccc2CC3)c1OC (stereo unspecified),5.0,-53.5,40.4,16.3,20.4,-17.3,0.5,1.2,3.0,-5.7,9.7
CNC(=O)c1c[nH]c2ccc(S(=O)(=O)Nc3cccc(SC)c3)cc2c1=O,1.9,12.7,23.1,-2.8,-7.9,-3.8,-0.5,.,10.3,-4.1,17.6
COc1ccc(C(CNCC(O)COc2c(C)ccc(C)c2C)N(C)C)cc1 (stereo unspecified),-4.1,-31.4,-0.1,-9.3,-8.9,8.9,-0.6,-1.7,13.4,-2.1,5.5
CC(=O)c1cc2c(cc1N)OCO2,0.6,-24.2,-7.2,3.9,-47.3,7.2,1.0,-1.3,11.2,-8.8,5.2
COC(=O)c1ccc2nc(-c3ccc(F)cc3)c(CC3CCCCC3)n2c1,-2.2,-26.6,.,.,.,.,-0.9,.,-53.7,-3.5,.
COc1cc(/C=N/Nc2cc(C)nc(NS(=O)(=O)c3ccc(C)cc3)n2)ccc1O,0.5,-3.4,13.4,27.6,-11.2,0.5,2.1,.,17.4,-16.5,-9.9
O=C(CN1C(=O)NC2(CCCCC2)C1=O)Nc1ccccc1Cl,0.6,-14.6,-0.6,-0.5,10.7,-4.2,-1.0,-3.1,-15.5,-3.1,-0.4
Cc1nc2c(C)cccc2c(SC(=N)N)c1CC=C(Cl)Cl,11.4,-0.2,16.4,-4.5,12.4,1.5,0.1,-1.0,19.3,-4.8,-7.2
Cc1cc(N2C3CCC2CC(O)(c2ccc(F)cc2)C3)nc(-c2ccccc2)n1 (stereo unspecified),-3.0,-21.2,37.1,-19.0,-18.4,-9.3,4.3,2.0,6.3,-8.0,6.5
COC(=O)CC1C(=O)NCCN1C(=O)CSc1nnnn1-c1ccc(Cl)cc1 (stereo unspecified),4.9,14.2,-6.0,6.5,9.0,5.1,-0.6,1.2,11.5,-5.7,9.6
CCC(C)CCN1C(N(C)C)=NC[C@@H]1CC(C)C (stereo partly specified),7.1,-1.1,2.4,-22.8,80.3,-14.2,2.5,1.5,8.1,-5.0,7.6
O=C(CNC(=O)c1ccccc1)N/N=C/C=C/c1ccccc1,0.6,3.6,20.4,9.6,-4.8,3.1,-0.4,-3.9,-4.4,-6.6,6.7
Cc1ccc(S(=O)(=O)N2CCC(C(=O)OCC(=O)NC3(C#N)CCCCC3)CC2)cc1C,0.8,8.5,3.3,0.5,16.2,4.7,-0.3,0.7,3.8,-0.9,2.4
O=C(CCc1ccccc1Cl)Nc1cccc(S(=O)(=O)N2CCCC2)c1,-5.6,-18.5,12.6,-5.4,4.0,-2.1,-0.6,1.0,-8.6,-3.8,-7.6
CCn1c(C)nc2cc(C(=O)NNS(=O)(=O)c3c(F)cc(F)c(Cl)c3F)ccc21,5.4,-6.0,-3.2,2.5,-0.7,2.7,-0.7,1.6,14.0,-2.8,3.8
O=C(OCC(=O)N1CCCCC1)c1cc(=O)[nH]c2ccccc12,0.3,-25.8,-118.2,1.3,-61.6,-3.5,1.0,.,-120.9,-2.0,-43.5
COc1ccc(N(CC(=O)NCCSC2CCCCC2)S(=O)(=O)c2ccccc2)cc1OC,2.5,0.6,7.8,-15.0,-0.8,-2.7,-0.3,-4.6,10.5,-5.9,-5.7
CCC(N1CCOC1=O)S(=O)(=O)c1ccc(C)cc1 (stereo unspecified),-2.7,-1.5,2.4,-4.8,-9.1,0.5,3.1,2.1,7.7,-4.4,-6.0
O=C(Nc1nc2c(c(=O)[nH]1)CCCC2)C1CC1,-2.6,-10.1,-9.6,-7.1,-11.2,20.1,-0.2,-7.9,13.7,.,-11.9

Brought forward from above: 2 entries; new compounds follow.
mol,HTR2A ag,NR2E3 ag-1,Peg3 prom inh,PDI inh,Shn3 inh set2,H9c2 protect,hiPSC survival,NR2E3 ag-2,HIF-2a inh,CaV13 FRET inh,TRPM1 prom inh
CCC(N1CCOC1=O)S(=O)(=O)c1ccc(C)cc1 (stereo unspecified),-2.7,-1.5,2.4,-4.8,-9.1,0.5,3.1,2.1,7.7,-4.4,-6.0
O=C(Nc1nc2c(c(=O)[nH]1)CCCC2)C1CC1,-2.6,-10.1,-9.6,-7.1,-11.2,20.1,-0.2,-7.9,13.7,.,-11.9
CC(=O)c1ccc(OCC(=O)Nc2cccc(C(=O)Nc3c(C)n(C)n(-c4ccccc4)c3=O)c2)cc1,-2.5,-18.7,-19.8,-4.2,2.1,-0.7,1.3,.,4.1,-6.6,-4.1
COc1ccc(Oc2ncc(CN3CCN(c4ccccc4)CC3)s2)cc1,11.5,5.8,1.3,1.2,15.3,-21.1,0.9,2.8,-6.5,-4.3,7.1
COCCCNC(=O)CC1C[C@H](C(=O)N2CCCCC2)[C@@]2(CCc3ccccc3)c3[nH]c4ccc(OC)cc4c3CCN2C1=O (stereo partly specified),13.0,11.0,8.4,-4.5,8.7,8.5,-2.4,.,10.9,-5.5,7.1
COc1cccc2c(=O)n(CC(=O)NC3CCCC3)ccc12,3.4,-36.7,-38.4,5.3,2.2,2.6,-0.5,0.4,-40.6,-5.4,-11.1
Cc1ccc(C)c(C(=O)COC(=O)c2c(-c3ccccc3)noc2C)c1,2.2,-32.3,11.5,-1.6,1.6,-5.0,0.1,.,4.9,-4.1,-2.8
CCN1CCN(c2ccc(Cl)cc2NC(=O)c2ccco2)CC1,-1.7,-20.6,-0.7,-0.5,-4.1,-1.8,0.7,-0.1,6.3,-4.7,-7.6
CN1CCN(C(=O)c2ccc3c(c2)N(Cc2cccc(Cl)c2)C(=O)c2ccccc2S3=O)CC1 (stereo unspecified),-6.1,-24.1,11.9,.,-4.1,2.3,-1.0,6.0,0.9,-2.2,-6.3
O=C(NCC1CCCO1)c1cc(-c2ccco2)nc2ccccc12 (stereo unspecified),1.1,-25.3,15.8,1.9,17.0,12.8,1.1,3.1,13.7,-6.1,-1.2
COC(=O)c1cc(C#N)c(N2CCN(C)CC2)nc1C,-0.9,8.9,-10.1,-7.1,-35.7,1.7,-0.4,0.5,-4.3,-3.9,6.3
COc1ccc(CCNC(=O)C(=O)NCC2OCCN2S(=O)(=O)c2ccc(OC)c(OC)c2)cc1 (stereo unspecified),8.2,-3.1,10.1,.,-37.1,13.4,-0.6,-0.7,1.4,-4.0,.
O=C(Cc1ccccc1)NN1C(=O)C2C(C1=O)C1C=CC2C12CC2 (stereo unspecified),2.6,-2.8,7.6,-5.8,-38.5,7.5,-2.2,-1.9,6.7,-3.0,10.8

High-throughput results: PubChem BioAssay, several laboratories
